# Pf Dd2 inh – qHTS Primary assay for Inhibitors of Plasmodium falciparum Dd2 growth in vitro; P. falciparum Dd2 growth, SYBR Green, 72 h; 120,000 compounds, 4.3% hits; Potency, µM (highest dose often 28.9 µM), without a hit: top-dose activity, negative = inhibition, actives largely listed as inhibitors; active = well fitted inhibition curve with a large enough effect; inconclusive = small, poorly fitted or top-dose-only effect; inactive = no such curve, though single readings can be large or run the other way;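 note: plate controls were DMSO vehicle for no effect and reference drug for full effect; nearly all actives have a fitted effect of over 65% in size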
#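 Readout: SYBR Green fluorescence, 485 nm excitation, 535 nm emission, after ~16 h lysis at 37C. Before that, Dd2-infected red cells (2.5% hematocrit) grew 72 h with compound, 29 uM top final concentration.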
# * hit, by the source's call; i = inactive; ? = inconclusive; [ ] = another dose, or the depositor's remark. Potency is the fitted concentration of half-maximal effect.
SMILES,Pf Dd2 inh
CCOC(=O)C1CCN(C(c2ccc(OCC)cc2)c2c(O)cc(C)n(CCOC)c2=O)CC1 (stereo unspecified),i
COc1ccc(-c2cc(N3CCC(NC(=O)c4cccc(F)c4)C3)n[nH]2)cc1 (stereo unspecified),-6.5%
Cc1cccc(/C=C/c2onc(C)c2S(=O)(=O)N2CCC(C(=O)N3CCCCC3)CC2)c1,-9.8%
O=c1c2c(nc3cc[nH]n13)CN(S(=O)(=O)c1ccc(F)c(Cl)c1)CC2,i
COc1ccc(CC(=O)NCc2nc3cccnc3n2Cc2ccc(F)cc2)cc1OC,18.5%
COc1ccc(C(=O)N2CCC([C@H]3[C@@H](OC)C(=O)N3C(C)C)CC2)c(OC)n1,-0.9%
Cc1occc1C(=O)N1CCC(CCC(=O)N2CCN(c3ccccc3)CC2)CC1,-8.4%
c1cncc(COc2cc3c(cn2)NCCN(Cc2ccsc2)C3)c1,17.3%[44.1 µM]
Cn1cnc2cc(-c3ccc(F)cc3)cc(C(=O)NCC3CCOCC3)c21,39.8%[44.1 µM]
COc1ccc(-c2cc(N3CCCC(NC(=O)c4ccccn4)C3)n[nH]2)cc1 (stereo unspecified),-10.3%
COc1ccc(C(=O)N2CCOCC3(CN(Cc4cccc(C#N)c4)C3)C2)cc1OC,i
COc1cccc(CN2CCCC3(CCN(S(=O)(=O)N(C)C)C3)C2=O)c1 (stereo unspecified),-1.9%
CCc1ccccc1NC(=O)Cn1cccc1-c1nc(-c2ccccc2)no1,2.82µM*
O=C(c1ccc(N2CC3CC(C2)[C@H]2CCCC(=O)N2C3)nc1)N1CCN(c2ccccc2)CC1 (stereo partly specified),-30.3%
CNc1ccc(C)cc1C(=O)N1CCN(C)C2(CCN(C)CC2)C1,-8.4%
CCS(=O)(=O)N1CCCOCCNC(=O)[C@@H]2CCCC[C@@H]21,34.6%[activator]
Cc1ccccc1Cn1nc(C2CCOC2)nc1C1(C(N)=O)CC1 (stereo unspecified),7.8%
O=C(NC1C[C@H]2CC[C@@H](C1)N2C(=O)C1CCCC1)c1ccncc1 (stereo partly specified),28.2%
COCC(=O)N[C@H]1C[C@@H](CO)N(Cc2ccc(C)o2)C1,i
COc1c(F)cc([C@@H]2C[C@H](NC(C)=O)C[C@H](C(C)C)O2)cc1Cl,16.5%
COCCNC(=O)c1cc(-c2cnn(Cc3ccccc3)c2)cc2ncn(C)c12,24.7%[44.1 µM]
O=C1CCC(CCC(=O)N2CCN(c3ccccc3F)CC2)(Cc2ccc3ccccc3c2)N1 (stereo unspecified),-13.9%
Cc1ccc(C)c(NC(=O)c2ccc3c(O)c(S(=O)(=O)c4ccc(Cl)cc4)c(=O)[nH]c3c2)c1,-1.3%
COc1ccccc1NC(=O)c1c(NCc2ccc(OC)c(OC)c2OC)sc2c1CCCC2,?
Cc1cccnc1CN(C)C(=O)C1CCC(=O)N(CCc2cccc(F)c2)C1 (stereo unspecified),-11.1%
Cc1cccc(-c2ccc(C=O)cc2)c1,30.1%[activator][44.1 µM]
COc1ccc(C(=O)N2CCOCC3(CN(Cc4ccc(F)c(Cl)c4)C3)C2)cc1OC,i
Cc1cc(C)cc(NC(=O)c2ccc3c(O)c(S(=O)(=O)c4ccccc4)c(=O)[nH]c3c2)c1,154.3%[activator][5.79 µM]
CCn1nccc1C(=O)N1C[C@@H](Oc2ccccc2)C[C@@H]1C(=O)N1CCOCC1,1.8%
O=C1CC2(CCN(Cc3ccccc3)CC2)Oc2cc(Cl)ccc21,?
Cc1ccc(C)c(N2CCN(c3nccn4nc(-c5ccc(Br)cc5)cc34)CC2)c1,-23.4%
COc1ccc(C(=O)N2CCC(Cc3nc(C(C)C)no3)CC2)cc1OC,21.8%
O=C(Nc1cccc(C(F)(F)F)c1)N[C@H]1CO[C@H]2[C@@H]1OC[C@@H]2n1nnnc1Oc1ccc(-n2ccnc2)cc1,?
CN(Cc1cccc(C(F)(F)F)c1)Cc1cccn1C,-10.6%[44.1 µM]
CC(C)Cn1cc(NC(=O)NCc2ccc(Cl)cc2)c2ccccc2c1=O,-28.1%
O=C(Cc1cccs1)NC1CC(c2cc(N3CCC(O)C3)ncn2)C1 (stereo unspecified),-5.2%
C[C@@H](N)C(=O)N1CCC2(CC1)Nc1ccccc1NC2=O,7.7%
NS(=O)(=O)c1ccc(CCNCC2(O)CNCCOC2)cc1 (stereo unspecified),-21.5%
CCNC(=O)N1C[C@@H](F)[C@@H](OCc2nc3ccc(C)cc3[nH]2)C1,34.9%[44.1 µM]
COc1cccc(Oc2nc3c(c(=O)n(Cc4ccccc4F)c(=O)n3C)n2C)c1,82.0%[activator]
COc1ccc(C(=O)NC2CCN(c3cc(-c4ccc(Cl)cc4)[nH]n3)C2)cc1OC (stereo unspecified),?
O=C(NCC1CN(C(=O)Cc2ccc(OC(F)(F)F)cc2)CC12CN(c1ccccc1)C2)Nc1ccccc1 (stereo unspecified),i
CCNc1ncc(C(=O)N(CCc2ccccc2)Cc2ccco2)cn1,4.2%
COc1cc(F)ccc1-c1cn(C)c(=O)n2cc(COc3ccc(C(=O)O)cc3)nc12,-7.4%[44.1 µM]
O=C(CN1CC2CC(C1)[C@H]1CCCC(=O)N1C2)N1CCN(c2ccc(F)cc2)CC1 (stereo partly specified),-22.4%
O=C1CC2CCN([S+](=O)([O-])c3cc(C(F)(F)F)cc(C(F)(F)F)c3)CC2CCN1 (stereo unspecified),12.9%
O=C1NN=C(c2cccnc2)C12CCN([S+](=O)([O-])c1cccc(C(F)(F)F)c1)CC2,-18.7%
CN(Cc1nccn1C)C(=O)c1cc(CN2CCC(Cc3ccccc3)CC2)on1,-23.4%
COCCNC(=O)CCn1c(=O)c2cc(OC)c(OC)cc2n(CC(=O)Nc2ccccc2C)c1=O,-7.3%
COc1ccc(-c2[nH]nc3ncc(-c4cccnc4OC)nc23)c(C)c1,-13.6%[44.1 µM]

# Compounds from the list above with a thiophene ring, fused or not, in the order listed:
SMILES,Pf Dd2 inh
c1cncc(COc2cc3c(cn2)NCCN(Cc2ccsc2)C3)c1,17.3%[44.1 µM]
COc1ccccc1NC(=O)c1c(NCc2ccc(OC)c(OC)c2OC)sc2c1CCCC2,?
O=C(Cc1cccs1)NC1CC(c2cc(N3CCC(O)C3)ncn2)C1 (stereo unspecified),-5.2%

# For convenience, part of the list above.
SMILES,Pf Dd2 inh
COc1ccc(C(=O)NC2CCN(c3cc(-c4ccc(Cl)cc4)[nH]n3)C2)cc1OC (stereo unspecified),?
O=C(NCC1CN(C(=O)Cc2ccc(OC(F)(F)F)cc2)CC12CN(c1ccccc1)C2)Nc1ccccc1 (stereo unspecified),i

# The listing picks up, repeating the three entries before the break.
SMILES,Pf Dd2 inh
CN(Cc1nccn1C)C(=O)c1cc(CN2CCC(Cc3ccccc3)CC2)on1,-23.4%
COCCNC(=O)CCn1c(=O)c2cc(OC)c(OC)cc2n(CC(=O)Nc2ccccc2C)c1=O,-7.3%
COc1ccc(-c2[nH]nc3ncc(-c4cccnc4OC)nc23)c(C)c1,-13.6%[44.1 µM]
Cn1cc(-c2ccccc2)cc1C(=O)NCc1cccs1,-11.2%
CCC(CC)C(=O)Nc1ccccc1C(=O)OCc1cc(=O)n2nc(C3CCCCC3)sc2n1,i
CCCN(C)c1nccnc1OC1CCN(C(=O)c2ccc(F)cc2)C1 (stereo unspecified),10µM*
O=C(O)CCn1ncc2cc(OC3CCN(C(=O)Oc4ccccc4)CC3)ccc21,i
CN(C)c1ccc(NC(=O)CSC2=Nc3ccccc3C3=NC(CC(=O)NCc4ccc5c(c4)OCO5)C(=O)N23)cc1 (stereo unspecified),i
COc1ccc(CNC(=O)C2CCN(Cc3nc(-c4ccc(Cl)cc4)oc3C)CC2)cc1,24.4%
Cc1ccccc1NC(=O)CSc1nc2ccc(NC(=O)COc3ccccc3F)cc2s1,-26.3%
Cn1c(=O)c2c(nc(Oc3ccc(F)cc3)n2Cc2ccc(F)cc2)n(C)c1=O,?
O=C(c1sccc1Cl)N1CCn2nc(C(O)c3ccccc3)cc2C1 (stereo unspecified),?
CCn1cc2c(n1)-c1c(oc(C(=O)Nc3ccc(Br)cc3F)c1C)CC2,31.3%[activator]
O=C(Cn1c(=O)oc2ccccc21)N1CCC2(CC1)CC(N1CCCCC1)CCO2 (stereo unspecified),7.6%
COc1cccc(-c2ccc(C(=O)NCCCn3ccnc3C(C)C)cn2)c1,-29.7%
COCCn1c(COc2c(C)nc(C)nc2C)nnc1C1CC(N)C1 (stereo unspecified),-18.6%
Cc1cn(C)c(CC(=O)NCc2cccc(Cl)c2)c1C(=O)O,9.9%
Cc1ccccc1-c1cnc2[nH]cc(CC(=O)NC(C)C)c2c1,-4.5%[44.1 µM]
Cc1noc([C@@H]2CN(C(=O)CCCc3nc4ccccc4s3)C[C@H]2C(N)=O)n1,?
CS(=O)(=O)c1ccc(-c2cnc([C@@H]3COCCN3C3CCOCC3)[nH]2)cc1,5.6%[44.1 µM]
CN(C)C(=O)Cc1c[nH]c2ncc(-c3cccnc3)cc12,-8.0%[44.1 µM]
CC(=O)C(Sc1nc(-c2ccccc2Cl)nc2c1c(=O)n(C)c(=O)n2C)C(=O)N(C)C (stereo unspecified),?
CN1CCN(c2cc(=O)c3ccnc(-c4ccc(F)cc4)c3o2)CC1,i
CN(C)c1cnn(CC(=O)N2CCC(C(=O)N3CCOCC3)CC2)c(=O)c1,-19.4%
CCOc1ccccc1CNC(=O)c1oc2ccc3c(c2c1C)C(=O)CC(C)(C)O3,?
COc1ccc(C2Sc3ccccc3NC3=C2C(=O)c2ccccc23)c(OC)c1OC (stereo unspecified),0.316µM*
COc1cc2c(cc1OC)C(CNC(=O)c1cccs1)N(C(=O)Nc1ccc(C)cc1)CC2 (stereo unspecified),-2.9%
COc1ccc(N2CC(c3noc(-c4ccc(C)c(C)c4)n3)CC2=O)cc1 (stereo unspecified),38.4%[activator]
Cc1noc(-c2cccc(OC3CN(C(=O)c4ccoc4)C3)c2)n1,3.4%[5.79 µM]
COc1ccc(-c2ccc3c(c2)C(=O)N2CCN(C(=O)CC(C)(C)C)C[C@@H]2C(=O)N3)cc1,i
Cc1noc2c(NCc3ccncc3)cc(-c3cccc(C(F)(F)F)c3)nc12,?
COCC(=O)NC[C@@H]1C=C(C)[C@H](Cc2nc3ccccc3n2C)C[C@H]1C(C)C,10µM*
O=C(COc1ccccc1)Nc1c(Cl)ccc2nsnc12,22.0%
CC(C)(C)CC(=O)NCC(=O)N1CCN(c2ccccn2)CC1,-13.9%
CN(C)c1ccc(CNC(=O)C2CCN(S(=O)(=O)c3ccc4c(c3)oc(=O)n4C)CC2)cc1,15.3%
O=C(O)CCc1ccc(-c2cccs2)n1CC(=O)Nc1ccccc1C(F)(F)F,?
O=C(Nc1cccc(F)c1)N1CCC2(CC1)CC(OCC1CC1)CCO2 (stereo unspecified),?
COCCNC(=O)[C@@H]1C[C@@H](O)CN1C1CCN(C(=O)c2ccsc2)CC1,-19.0%
O=C(c1cn(-c2ccccc2)nn1)N1CCOCC(O)(CN2CCCC2)C1 (stereo unspecified),-2.7%
CC(=O)N1CCC(N2CCc3nn(Cc4ccccc4)c(=O)n3CC2)CC1,i
CCn1c(-c2ccccc2)nn(CC(=O)NCCN2CCCOC2=O)c1=O,3.3%
COc1ccc(CC(=O)NCC(c2ccc(Cl)cc2)N2CCOCC2)cc1 (stereo unspecified),48.6%[0.594 µM]
O=C(NCCS(=O)(=O)N1CCN(c2ccccc2F)CC1)c1ccccc1C(F)(F)F,24.2%
CC(C)c1nc(N2CCCC2)ncc1C(=O)O,-6.9%
O=C(NCc1ccco1)C1CCN(C(=O)N2CCOc3ccc(Cl)cc32)CC1,-2.5%
Cc1ccc(C(=O)N2CCC(c3nn(C)c4c3COCC4)CC2)cn1,5.0%[5.79 µM]
CCOc1ccc(-c2cc3nc(C4CCN(C(=O)OC(C)(C)C)CC4)c(C(=O)Nc4cc(OC)ccc4OC)cn3n2)cc1,3.98µM*
O=C(NC(Cn1cccn1)c1ccccc1)c1ccc2nccnc2c1 (stereo unspecified),-12.4%
Cc1ccc(C(=O)NCCn2cccc2-c2nc(-c3ccc4c(c3)OCO4)no2)cn1,-12.4%
O=C(CCc1nc(C2CCOCC2)n[nH]1)N1CCCCCC1,-5.3%
Cc1ccc(C(=O)N2CCc3cc(CNC(=O)c4ccccc4F)ccc32)cc1,-12.5%
CNC(=O)[C@H]1C[C@H](Oc2ccccc2)CN1C(=O)NCc1ccc(OC)cc1,-8.8%
COc1ccc(S(=O)(=O)c2c(O)c(C)cc(NC(=O)c3ccccc3)c2C(C)C)cc1,i
# Following part.
SMILES,Pf Dd2 inh
O=c1[nH]c(C2CCCN(Cc3ccc(C(F)(F)F)cc3)C2)nn1-c1ccc(Cl)cc1 (stereo unspecified),-16.7%
Cc1ccc(C(=O)N2CCC3(CC2)N(c2ccccc2)C(=O)CS3(=O)=O)c(C)c1,?
Cc1ccc(C2=NC3(CCN(C(=O)c4ccc5[nH]ccc5c4)CC3)ON2)cc1,?
COc1ccc(CNC(=O)c2c(Nc3ccc(OC)cc3OC)sc(C(=O)c3ccc(Cl)cc3)c2N)cc1,i
Cc1ccn2c(c1)nc(=O)c1cc(S(=O)(=O)N3CCC(C)CC3)c(Cl)cc12,0.9%
O=C1CC(c2nnc(Cc3ccc(F)cc3Cl)o2)CN1c1ccccc1 (stereo unspecified),11.2%
CS(=O)(=O)N1CCN(C(=O)CC[C@H]2NC(=O)c3ccccc3NC2=O)CC1,-3.4%
COc1cccc(C(=O)N2CCC3(C2)NC(=O)N(Cc2ccc(Cl)cc2)C3=O)c1 (stereo unspecified),428.3%[activator]
CC(C)NC(=O)c1nc(-c2ccc(Cl)cc2Cl)c2cnccn12,3.55µM*
CC(C)c1nccn1Cc1cc(C(=O)NC(C)c2ccncn2)n[nH]1 (stereo unspecified),1.4%
Cc1cccc(NC(=O)C(c2ccccc2)N2Cc3ccccc3C2=O)c1C (stereo unspecified),i
CCOC(=O)C1CCN(C(=O)CC(c2ccc(Cl)cc2)c2cn(C)c3ccccc23)CC1 (stereo unspecified),3.98µM*

# Screening results: PubChem, National Center for Advancing Translational Sciences (NCATS)

# A portion of the library; count on the stated rates, not on these rows.
